Spn DPM-DC inh – inhibitors of Streptococcus pneumoniae diphosphomevalonate decarboxylase; purified DPM-DC, PK/LDH coupled NADH fluorescence; calls only at 10 µM; actives 0.49% (n = 65,000); AID 556;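 active means the 320 compounds with the highest percent inhibition in the single-dose primary screen, excluding strongly autofluorescent ones, cut at about 32% in these data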;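 further: kinetic rate of NADH fluorescence loss reporting ADP formed by the decarboxylase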
HPDE-C7 viability – cytotoxicity in HPDE-C7 cells, cell-based, fluorescence, HTS (AID 430); actives 1.8% (n = 63,000); HPDE-C7 pancreatic duct cells viability, fluorescence; higher % means a stronger effect; one-dose cytotoxicity, % at 10 µM; EC50 in µM for titrated hits;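 further: cells exposed to compound for 48 hours before viability readout; 0% = vehicle and 100% = reference cytotoxic drug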
KRASV12 cytotoxicity – viability loss of HPDE-C7K cells – cell-based, fluorescence, HTS, primary screen (AID 431); actives 1.7% (n = 63,000); one-dose cytotoxicity, % at 10 µM; EC50 in µM for titrated hits; HPDE-C7K KRASV12 cells, Alamar Blue viability, 48 h; higher % means a stronger effect;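 active means compounds whose percent cytotoxicity in the single-dose primary screen, scaled between solvent and toxic-drug controls, exceeds 50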;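 further: 0% = DMSO solvent wells and 100% = doxorubicin-treated wells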
TNAP inhibition – inhibition of tissue-nonspecific alkaline phosphatase – biochemical, luminescent (AID 518); purified TNAP enzyme, luminescent substrate readout; higher % means a stronger effect; inhibition, % at 20 µM; hits with a dose series show IC50 in µM; actives 0.09% (n = 64,000); in the data active means a potency from the dose series; inactive means the rest, 99 in 100 with inhibition below about 22%;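 further: plate controls were vehicle for no effect and reference inhibitor for full effect; many of its hits are not listed in these tables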
Bfl-1 displacement – Bfl-1 inhibitors, primary screen, biochemical, fluorescence polarization, FITC-Bid, mouse (AID 432); FITC-Bid BH3 peptide fluorescence polarization displacement; higher % means a stronger effect; one-dose displacement, % at 20 µM; IC50 in µM for titrated hits; actives 0.02% (n = 64,000); in the data active means a potency from the dose series; inactive means the rest, 99 in 100 with displacement below about 15%; further: strong numbers were not always called active
MK inhibit – S. pneumoniae mevalonate kinase inhibition; purified MK, PK/LDH-coupled NADH absorbance 340 nm; inhibition, % at 10 µM; actives 0.48% (n = 65,000);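 active means ranked among the strongest by inhibition in the single 10 µM screen, a fixed top-ranked set picked for dose follow-up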; further: no value below 0 was filed
HT1080 viability – HT1080 cell viability loss – fluorescence readout (AID 620); HT1080 viability, fluorescence; higher % means a stronger effect; actives 0.42% (n = 87,000); one-dose cytotoxicity, % at 10 µM; EC50 in µM for titrated hits;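 further: cells exposed to compound overnight then 4 h with Alamar Blue; 0% = vehicle DMSO and 100% = killing control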
LYP phosphatase – LYP phosphatase inhibitors, primary screen, biochemical, DiFMUP fluorescence, recombinant catalytic domain, 10 µM (AID 606). recombinant LYP catalytic domain, DiFMUP fluorescence; higher % means a stronger effect. one-dose inhibition, % at 10 µM; IC50 in µM for titrated hits. 52,000 tested, under 10 active;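 active means IC50 under 40 µM in the dose-response test; inactive means IC50 of 40 µM or more, or never dose-tested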
Spn PMK inh – inhibitors of Streptococcus pneumoniae phosphomevalonate kinase; purified PMK, PK/LDH-coupled NADH absorbance 340 nm; inhibition, % at 10 µM; actives 0.49% (n = 65,000);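 active means top-ranked compounds by inhibition in the single 10 µM screen, taking a fixed number of the strongest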;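 further: 0% = full reaction with DMSO carrier and 100% = background rate without enzyme reaction; no value below 0 was filed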
Spn PMK inh pilot replicates – second read-out of Spn PMK inh, no call of its own (marks repeat the call); inhibition, %; measured here: pilot screen replicates
MK inhibit pilot replicates – further read-out of MK inhibit, marked with its call; inhibition, %; measured here: pilot screen replicates
Spn DPM-DC inh pilot screen % – second read-out of Spn DPM-DC inh, no call of its own (marks repeat the call); inhibition, %; measured here: pilot screen trials
* marks the source's active call; other numbers are inactive results; i = inactive; · = no result given; & = joins results of further samples. Unless noted, no stated cut-off is given here; in the data, active means cytotoxicity above about 50%; inactive means the rest. Rows are unselected (roughly 3.3% active in at least one column).

SMILES | Spn DPM-DC inh | HPDE-C7 viability | KRASV12 cytotoxicity | TNAP inhibition | Bfl-1 displacement | MK inhibit | HT1080 viability | LYP phosphatase | Spn PMK inh | others
COCCN1Cc2cccc(C(=O)Nc3ccc(S(=O)(=O)N4CCCCC4)cc3)c2C1=O | i | -6% | -5% | 7% | -14% | 5 | 6% | · | 19
Clc1ccc(Cc2noc(-c3cccs3)n2)cc1 | i | 4% | -8% | 11% | -1% | 6 | 5% | -8% | 4
COc1ccc(S(=O)(=O)n2nc(-c3cc(OC)c(OC)c(OC)c3)cc2N)cc1OC | i | -4% | 5% | 9% | 3% | 1 | 2% | -4% | 0
CC1(C)CC(=O)C=C(NCCN2CCN(C(=O)Nc3ccccc3)CC2)C1 | i | -10% | -9% | 15% | -2% | 6 | -8% | 6% | 2 | Spn PMK inh pilot replicates=1.5;MK inhibit pilot replicates=0.0;Spn DPM-DC inh pilot screen %=0.0
CCOC(=O)C1C(=O)NC(N2CCOCC2)=NC1c1ccco1 (stereo not drawn) | i | -22% | -15% | 5% | -2% | 6 | 4% | 10% | 0
O=C(C1CCCO1)N(c1cccc(Cl)c1)C1C=CS(=O)(=O)C1 (stereo not drawn) | i | -7% | -7% | 3% | -3% | 6 | 0% | 4% | 15
O=C(O)c1ccc(CSc2nc3ccccc3o2)cc1 | i | 5% | -5% | 2% | -4% | 1 | 6% | 9% | 16
O=C(CSc1ncn[nH]1)NCCOc1ccccc1 | i | -1% | -9% | 27% | 2% | 3 | -1% | 1% | 0
COc1cc(OC)cc(-c2cc(NC(C)=O)n[nH]2)c1 | i | -5% | -2% | 11% | 2% | 3 | 2% | -4% | 3
C=CCOC(=O)C1=C(C)N=C2SCCC(=O)N2C1c1cccs1 (stereo not drawn) | i | · | · | -1% | 2% | 5 | -10% | · | 4
CCN(C(C)=O)c1nc(CSc2nnc(NC(C)C)s2)cs1 | i | 4% | 2% | 17% | -5% | 0 | 11% | -13% | 10
COc1ccc(OC)c(S(N)(=O)=O)c1 | i | · | · | 20% | 1% | 0 | -1% | · | 0
CCOC(=O)C1CCN(C(=O)c2ccc(Cl)c(Cl)c2)CC1 | i | -19% | -6% | 7% | -12% | 14 | 4% | · | 6 | Spn PMK inh pilot replicates=0.0;MK inhibit pilot replicates=0.5;Spn DPM-DC inh pilot screen %=0.5
CN(Cc1ccccc1)C(=O)CNC(=O)Cn1cnc2ccccc2c1=O | i | 6% | 9% | 5% | 4% | 0 | 0% | 7% | 0 | Spn PMK inh pilot replicates=0.0;MK inhibit pilot replicates=0.0;Spn DPM-DC inh pilot screen %=0.0
O=C(c1ccc(Br)o1)N1CCN=C1SCc1cccc(F)c1 | i | 9% | 0% | -18% | -5% | 10 | 1% | 11% | 0
O=C(Nc1ccc(CN2CCOCC2)cc1)c1cc2ccccc2oc1=O | i | -5% | 7% | 9% | 4% | 1 | -2% | 6% | 8 | Spn PMK inh pilot replicates=4.5;MK inhibit pilot replicates=3.5;Spn DPM-DC inh pilot screen %=2.0
CC(=O)c1c(NCCc2ccccc2)cc(C)oc1=O | i | -8% | -2% | 13% | 3% | 0 | -3% | 10% | 0 | Spn PMK inh pilot replicates=0.0;MK inhibit pilot replicates=0.0;Spn DPM-DC inh pilot screen %=0.0
CCCCN(CC)CCCNC(=O)CC1Nc2ccccc2NC1=O (stereo not drawn) | i | -5% | 6% | 4% | -2% | 0 | -3% | · | 12
O=C(CC1Sc2ncnn2C1=O)Nc1ccc(Br)cc1 (stereo not drawn) | i | -15% | -12% | -4% | 10% | 13 | -7% | 14% | 0
Cn1c(=O)cc(SCC(=O)N2CCN(C(=O)c3ccco3)CC2)c2ccccc21 | i | · | · | 7% | -9% | 3 | 6% | · | 9

Ordered by count of non-hydrogen atoms (lowest first): 9 of the compounds above.
SMILES | Spn DPM-DC inh | HPDE-C7 viability | KRASV12 cytotoxicity | TNAP inhibition | Bfl-1 displacement | MK inhibit | HT1080 viability | LYP phosphatase | Spn PMK inh | others
COc1ccc(OC)c(S(N)(=O)=O)c1 | i | · | · | 20% | 1% | 0 | -1% | · | 0
COc1cc(OC)cc(-c2cc(NC(C)=O)n[nH]2)c1 | i | -5% | -2% | 11% | 2% | 3 | 2% | -4% | 3
CC(=O)c1c(NCCc2ccccc2)cc(C)oc1=O | i | -8% | -2% | 13% | 3% | 0 | -3% | 10% | 0 | Spn PMK inh pilot replicates=0.0;MK inhibit pilot replicates=0.0;Spn DPM-DC inh pilot screen %=0.0
CCOC(=O)C1CCN(C(=O)c2ccc(Cl)c(Cl)c2)CC1 | i | -19% | -6% | 7% | -12% | 14 | 4% | · | 6 | Spn PMK inh pilot replicates=0.0;MK inhibit pilot replicates=0.5;Spn DPM-DC inh pilot screen %=0.5
O=C(c1ccc(Br)o1)N1CCN=C1SCc1cccc(F)c1 | i | 9% | 0% | -18% | -5% | 10 | 1% | 11% | 0
C=CCOC(=O)C1=C(C)N=C2SCCC(=O)N2C1c1cccs1 (stereo not drawn) | i | · | · | -1% | 2% | 5 | -10% | · | 4
CCCCN(CC)CCCNC(=O)CC1Nc2ccccc2NC1=O (stereo not drawn) | i | -5% | 6% | 4% | -2% | 0 | -3% | · | 12
CN(Cc1ccccc1)C(=O)CNC(=O)Cn1cnc2ccccc2c1=O | i | 6% | 9% | 5% | 4% | 0 | 0% | 7% | 0 | Spn PMK inh pilot replicates=0.0;MK inhibit pilot replicates=0.0;Spn DPM-DC inh pilot screen %=0.0
Cn1c(=O)cc(SCC(=O)N2CCN(C(=O)c3ccco3)CC2)c2ccccc21 | i | · | · | 7% | -9% | 3 | 6% | · | 9

Further records follow.
SMILES | Spn DPM-DC inh | HPDE-C7 viability | KRASV12 cytotoxicity | TNAP inhibition | Bfl-1 displacement | MK inhibit | HT1080 viability | LYP phosphatase | Spn PMK inh | others
O=S(=O)(Nc1ccc(S(=O)(=O)N2CCCCC2)cc1)c1cccs1 | i | -1% | -10% | 9% | -4% | 5 | -5% | 9% | 0
COc1ccc(NC(C)=O)cc1NC(=O)CN1CCN(S(=O)(=O)c2ccc(C(C)C)cc2)CC1 | i | -1% | -10% | 1% | -9% | 2 | 2% | · | 8
CCOc1ccc(-c2nnc(SCc3nnc(-c4ccccc4)o3)n2-c2ccccc2F)cc1 | i | 3% | -9% | 2% | -2% | 0 | 6% | -3% | 9
O=C(Nc1cccc(Cl)c1Cl)c1ccncc1 | i | -6% | 2% | 8% | 0% | 3 | · | 10% | 0
Cc1ccc(NC(=O)c2cc(-c3ccco3)on2)cc1C | i | -12% | -1% | 6% | -3% | 7 | -5% | 2% | 7
CC(Sc1ccc2ccccc2n1)C(=O)O (stereo not drawn) | i | 5% | 0% | 6% | 2% | 1 | -2%&-3% | 5% | 11
CCn1cc(C2=NOC(C(=O)Nc3c(C)nn(Cc4ccc(F)cc4)c3C)C2)c(C)n1 (stereo not drawn) | i | 0% | -3% | 9% | -6% | 1 | 2% | -3% | 14 | Spn PMK inh pilot replicates=1.5;MK inhibit pilot replicates=0.0;Spn DPM-DC inh pilot screen %=0.0
CCOC(=O)C1CCCN(C2CC(=O)N(c3cccc(C(F)(F)F)c3)C2=O)C1 (stereo not drawn) | i | -24% | -33% | 9% | -4% | 13 | -10% | 1% | 11
Clc1ccccc1-c1nn2c(Cn3cnc4ccccc43)nnc2s1 | i | -1% | 10% | 3% | -4% | 10 | 0% | 14% | 5
CCSc1ccccc1C(=O)Nc1cc(C)on1 | i | -5% | -1% | 0% | 6% | 16 | 7% | 6% | 8
O=C(c1ccc(F)cc1)C1CCN(C(=O)N2CCOCC2)CC1 | i | 2% | 0% | 11% | 5% | 0 | -2% | · | 18
COC(=O)c1ccccc1S(=O)(=O)N(CCCO)Cc1cc2c(C)ccc(C)c2[nH]c1=O | i | -9% | -4% | 17% | -5% | 0 | -5% | 0% | 17 | Spn PMK inh pilot replicates=0.0;MK inhibit pilot replicates=0.0;Spn DPM-DC inh pilot screen %=0.0
O=C(CC12CC3CC(CC(C3)C1)C2)NCO | i | -6% | -17% | 5% | 0% | 5 | 22% | 4% | 11
COc1ccc(-c2ccc(SCC(=O)NCc3ccco3)nn2)cc1 | i | -14% | -20% | 4% | 4% | 0 | 2% | 3% | 8
O=C(c1ccccc1)N(c1ccccc1)C1C=CS(=O)(=O)C1 (stereo not drawn) | i | -7% | -6% | 11% | -7% | 1 | 12% | -1% | 0
COCCn1nnnc1C(c1cccs1)N1CCN(c2nc3ccccc3s2)CC1 (stereo not drawn) | i | 2% | -2% | 14% | -3% | 0 | -2% | · | 10
O=C(c1csc2c1CCCC2)N1CCN(c2ccccc2)CC1 | i | 8% | -6% | 1% | 1% | 7 | 1% | 9% | 16
CC(NC(=O)C1CCCN(S(=O)(=O)c2cnc[nH]2)C1)c1ccccc1 (stereo not drawn) | i | -4% | -10% | 12% | -4% | 11 | -7% | 1% | 0
Clc1cccc(Nc2c3c(nc4ncnn24)CCC3)c1 | i | -1% | 9% | -16% | 6% | 6 | 2% | 8% | 9 | Spn PMK inh pilot replicates=3.0;MK inhibit pilot replicates=1.5;Spn DPM-DC inh pilot screen %=0.0
C=CCn1c(=O)/c(=C/c2ccc(F)cc2)s/c1=C(\C#N)c1nnc2n1CCCCC2 | i | 0% | 0% | 8% | -3% | 15 | 4% | -8% | 18
COC(=O)c1cn(NC(=O)c2ccncc2)c(=O)c2ccccc12 | i | 0% | -1% | 5% | 4% | 7 | 8% | 10% | 8
O=C(NC1CCCCC1)C1CCN(c2nnnn2-c2ccccc2)CC1 | i | -2% | -4% | 2% | -11% | 6 | 17% | 11% | 14
COc1ccc(N2CCN(Cc3nc(-c4ccc(Cl)cc4Cl)no3)CC2)cc1 | i | -16% | -1% | 14% | 0% | 9 | 8% | 6% | 16 | Spn PMK inh pilot replicates=2.5;MK inhibit pilot replicates=0.0;Spn DPM-DC inh pilot screen %=0.0
CCN(CCCNC(=O)CCn1c(=O)[nH]c2ccccc2c1=O)c1ccccc1 | i | -1% | 1% | 40% | 3% | 4 | -4% | 3% | 11
O=C(NC1CCN(Cc2ccccc2)CC1)C1CCCN(c2nnc(-n3cccc3)s2)C1 (stereo not drawn) | i | 3% | -2% | 11% | -7% | 4 | -3% | -17% | 0
CCSc1cc(C2C(C#N)=C(N)OC(C)=C2C(=O)OC)c(C)o1 (stereo not drawn) | i | 4% | 11% | 6% | 4% | 5 | -9% | 4% | 5
CC(C(=O)N1CCN(C=O)CC1)N1C(=O)c2ccccc2C1=O (stereo not drawn) | i | 9% | -5% | 8% | 2% | 1 | 0% | 2% | 14
CCn1c(NCc2cc(OC)ccc2OC)nc2ccccc21 | i | 10% | 8% | 8% | 2% | 1 | -6% | · | 6
Cn1c(=O)cc(OCC(=O)Nc2ccccn2)c2ccccc21 | i | -11% | -6% | 7% | -1% | 7 | · | · | 9
CCCc1nc2oc3c(NCc4ccccn4)ncnc3c2c2c1COC(C)(C)C2 | i | -17% | -13% | 3% | 4% | 4 | 8% | 7% | 5
